# Growth percent in the NCI-60 one-dose screen (48 h, 10 µM unless noted): 100 = growth as untreated, 0 = no growth, -100 = all killed.
# HS 578T: HS 578T breast cancer | 4.1% of 78,000 active | AID 1794788
# MCF7: MCF7 breast cancer. 6.3% of 82,000 active
# BT-549: BT-549 breast cancer; 4.4% of 78,000 active
# MDA-MB-468: MDA-MB-468 breast cancer | 8.5% of 78,000 active | AID 2202374
# T-47D: T-47D breast cancer. AID 1794792. 5% of 79,000 active
# MALME-3M: MALME-3M melanoma. 5.8% of 78,000 active
# MDA-MB-231: MDA-MB-231 breast cancer | 5% of 81,000 active
# LOX IMVI: LOX IMVI melanoma; 7.4% of 79,000 active
# Starred values were filed as active, the others as inactive; · = no result given. How the source made its calls: active means growth percent below 10; inactive means the rest.
1. COc1ccc(/C=C\[C@H]2O[C@@H](C)[C@H](O)[C@@H]2O)cc1
2. N#Cc1cc([N+](=O)[O-])ccc1Cl
3. COc1cc2c(cc1OC)NC(=O)C2
4. CC(=O)Oc1c(C)cccc1Cl
5. CCOC(=O)c1c2c(c(-c3ccc(OC)cc3)n1Cc1ccc(OC)cc1)CCCc1cnoc1-2
6. CCOC(=O)C1C(C(=O)OCC)C(C)(C)C1N(C)C (stereo unspecified)
7. Cc1ccc(Oc2nc3ccccc3cc2-c2nnc(Cn3c(COc4ccccc4)nc4ccccc43)o2)cc1
8. c1ccc(-c2nc(Nc3nccnn3)c3ccccc3n2)cc1

compound no. | 1 | 2 | 3 | 4 | 5 | 6 | 7 | 8
HS 578T | 104.6 | 99.2 | 113.6 | 104.9 | 95.4 | 87.6 | 72.4 | 98.8
MCF7 | 94.4 | 97.7 | 99.2 | 103.5 | 83.1 | 82.7 | 11.6 | 75.0
BT-549 | 93.7 | · | 105.5 | 115.2 | · | 106.3 | 14.7 | 99.1
MDA-MB-468 | 104.7 | 101.6 | 114.6 | 106.8 | 90.6 | 99.7 | 92.1 | 83.5
T-47D | 91.2 | 119.3 | 105.9 | 101.8 | 61.6 | 87.5 | 48.9 | 83.4
MALME-3M | 92.2 | 113.6 | · | 115.2 | 99.7 | 72.2 | 72.5 | 99.1
MDA-MB-231 | 111.0 | 101.7 | 110.9 | 108.2 | 92.4 | 108.8 | 47.7 | 91.8
LOX IMVI | 98.0 | 104.0 | 98.1 | 104.8 | 88.3 | 105.2 | 19.6 | 96.0

9. CCOC(=O)c1ccc(NC(=O)Cn2cnc3c(N(CC)CC)ncnc32)cc1
10. COC(=O)c1c(C#N)c(C#N)c2c([nH]c3ccccc32)c1C(=O)OC
11. O=c1[nH]cc(NS(=O)(=O)O)c(=O)[nH]1
12. CCCCCCCCCCCCCCCCCC[N+](C)(C)CC(=O)[O-]
13. Cc1cc(C)n2ncnc2n1
14. Nc1cc(=O)[nH]n1S(=O)(=O)c1ccccc1
15. O=C1NC(c2ccc(Cl)cc2)N=C2C(c3ccc(Cl)cc3)=NOC12 (stereo unspecified)
16. COC1=CC(c2ccc[nH]2)=N/C1=C\c1[nH]c(C)c(C(=O)CCC(=O)NCCSSCCNC(=O)CC[C@H](NC(=O)c2ccc(NCc3cnc4nc(N)[nH]c(=O)c4n3)cc2)C(=O)O)c1C

compound no. | 9 | 10 | 11 | 12 | 13 | 14 | 15 | 16
HS 578T | 92.8 | · | 103.3 | 76.9 | 103.2 | 106.5 | 109.6 | 118.7
MCF7 | 94.7 | 79.9 | 99.3 | 99.5 | 99.2 | 97.9 | 94.1 | 94.8
BT-549 | 69.2 | 98.2 | 98.0 | 92.2 | 100.1 | 104.0 | 92.1 | 91.7
MDA-MB-468 | 96.4 | 104.8 | 106.0 | 69.6 | 102.5 | 107.7 | 108.5 | 99.1
T-47D | 99.1 | 88.5 | 87.0 | 85.9 | 95.5 | · | 88.1 | 90.0
MALME-3M | 90.7 | 110.2 | 111.1 | · | · | 106.9 | 105.5 | 107.4
MDA-MB-231 | 90.3 | 102.7 | 103.8 | 81.4 | 107.3 | 100.3 | 102.5 | 80.6
LOX IMVI | 101.5 | · | 99.3 | 59.6 | 101.1 | 98.4 | 91.1 | 83.8

17. CC(NCCO)c1ccccc1 (stereo unspecified)
18. CC(=O)COc1ccccc1NC(C)=O
19. COC(=O)C(Cc1ccccc1)n1cc(COc2nc(Cl)nc(Nc3ccc(N4CCOCC4=O)cc3)n2)nn1 (stereo unspecified)
20. O=C(CCl)Oc1cc(Cl)c(Cl)cc1Cl
21. Nc1nc(-c2ccc(Cl)cc2)cc(-c2cc3ccccc3oc2=O)n1
22. NCC(=O)N/N=C/c1ccc([N+](=O)[O-])o1
23. COc1cc2c(c(OC)c1OC)C(=O)CC(c1cccc([N+](=O)[O-])c1)O2 (stereo unspecified)
24. COc1ccc(C(=O)CC#N)cc1

compound no. | 17 | 18 | 19 | 20 | 21 | 22 | 23 | 24
HS 578T | · | 108.2 | 95.3 | 96.8 | 107.4 | 104.9 | 97.1 | 110.3
MCF7 | 89.1 | 99.3 | 83.1 | 88.5 | 79.8 | 86.9 | 58.9 | 96.7
BT-549 | 100.6 | 114.4 | 97.2 | 102.8 | · | 101.5 | 83.5 | 106.6
MDA-MB-468 | 99.8 | 98.6 | 80.4 | 84.8 | 94.0 | · | 83.1 | 103.3
T-47D | 96.2 | 105.9 | 92.9 | 100.9 | · | 98.1 | 76.4 | 104.4
MALME-3M | 100.9 | 97.3 | 87.5 | 117.3 | 80.0 | 112.5 | 94.9 | 123.3
MDA-MB-231 | 114.3 | 94.7 | 97.9 | 115.3 | 93.9 | 98.7 | 84.2 | 96.8
LOX IMVI | 102.8 | 113.3 | · | 98.3 | 92.8 | 78.6 | · | 94.7

# Quoted at random: 6 compounds from above
24. COc1ccc(C(=O)CC#N)cc1
20. O=C(CCl)Oc1cc(Cl)c(Cl)cc1Cl
23. COc1cc2c(c(OC)c1OC)C(=O)CC(c1cccc([N+](=O)[O-])c1)O2 (stereo unspecified)
19. COC(=O)C(Cc1ccccc1)n1cc(COc2nc(Cl)nc(Nc3ccc(N4CCOCC4=O)cc3)n2)nn1 (stereo unspecified)
21. Nc1nc(-c2ccc(Cl)cc2)cc(-c2cc3ccccc3oc2=O)n1
18. CC(=O)COc1ccccc1NC(C)=O

compound no. | 24 | 20 | 23 | 19 | 21 | 18
HS 578T | 110.3 | 96.8 | 97.1 | 95.3 | 107.4 | 108.2
MCF7 | 96.7 | 88.5 | 58.9 | 83.1 | 79.8 | 99.3
BT-549 | 106.6 | 102.8 | 83.5 | 97.2 | · | 114.4
MDA-MB-468 | 103.3 | 84.8 | 83.1 | 80.4 | 94.0 | 98.6
T-47D | 104.4 | 100.9 | 76.4 | 92.9 | · | 105.9
MALME-3M | 123.3 | 117.3 | 94.9 | 87.5 | 80.0 | 97.3
MDA-MB-231 | 96.8 | 115.3 | 84.2 | 97.9 | 93.9 | 94.7
LOX IMVI | 94.7 | 98.3 | · | · | 92.8 | 113.3

# Continuation.
25. CCN(CC)c1cc(C)c2cc(NC(=O)c3cccc(OC)c3)ccc2n1
26. CCOC(=O)C(CC)(CC)C(=O)Cl
27. CCOC(=O)c1sc(NC(=O)COc2ccc(/C=C3\CCc4cc(OC)ccc4C3=O)cc2)nc1C
28. N#CC12C(=N)n3c(cc(=O)[nH]c3=O)C1OC13CCCCC1C2(C#N)C(=N)O3 (stereo unspecified)
29. CC1=C(Nc2ccc(F)cc2)C(=O)OC1C (stereo unspecified)
30. OC(CCc1ccccc1)c1ccccc1 (stereo unspecified)
31. CN1CCN(Cc2ccc(NC(=O)c3cc(C#Cc4cnc(N)c5ncccc45)n(C)n3)cc2C(F)(F)F)CC1

compound no. | 25 | 26 | 27 | 28 | 29 | 30 | 31
HS 578T | 58.3 | 117.4 | 94.4 | 109.5 | 104.9 | · | 25.0
MCF7 | 73.1 | 106.1 | 112.4 | 88.7 | 74.7 | 98.6 | 39.7
BT-549 | 80.9 | 109.9 | 51.8 | 109.0 | 108.9 | 89.2 | 116.7
MDA-MB-468 | 83.9 | 107.4 | · | 96.5 | 42.2 | 116.6 | 103.9
T-47D | 70.8 | 102.3 | 86.6 | 106.6 | 66.7 | 115.2 | 101.2
MALME-3M | 82.5 | 113.4 | · | 96.8 | 53.0 | 147.8 | 79.9
MDA-MB-231 | 55.5 | 102.5 | 94.1 | 109.3 | 111.3 | 109.8 | 101.8
LOX IMVI | · | 94.0 | -88.1* | 96.0 | 90.3 | 109.0 | 91.5

# Grouped by structure, the entries above with fluorine
29. CC1=C(Nc2ccc(F)cc2)C(=O)OC1C (stereo unspecified)
31. CN1CCN(Cc2ccc(NC(=O)c3cc(C#Cc4cnc(N)c5ncccc45)n(C)n3)cc2C(F)(F)F)CC1

compound no. | 29 | 31
HS 578T | 104.9 | 25.0
MCF7 | 74.7 | 39.7
BT-549 | 108.9 | 116.7
MDA-MB-468 | 42.2 | 103.9
T-47D | 66.7 | 101.2
MALME-3M | 53.0 | 79.9
MDA-MB-231 | 111.3 | 101.8
LOX IMVI | 90.3 | 91.5
